# Screens (PubChem)
# esBAF inh: blocks esBAF chromatin remodeling in mouse ES cells; Bmi1-luciferase knock-in reporter, 24 h; 100% = twice the neutral-well signal; reporter increase, % at 12.5 µM; 350,000 compounds, 2% hits; in the data active means activation above about 40%;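 further: 0% = median of the plate's neutral control wells and 100% = double that signal; a rise in the Bmi1 reporter signal indicates esBAF inhibition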
# S100A4 MyoIIA: inhibitors of human S100A4 binding to myosin IIA peptide | P26447 | S100A4/TAMRA-MyoIIA peptide fluorescence polarization | inhibition, % at 10.7 µM | 360,000 compounds, 0.14% hits;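 active means mean inhibition of at least 70% across replicates, with every replicate also reaching that level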
#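 Material: S100A4 monomer protein | Medium: HEPES pH 7.2 with CaCl2, KCl, NaCl, DTT, Triton | Reagent: Labelled myosin peptide probe, 5 nM | Doses: One dose per compound | Times: 5 min incubation before reading | Benchmarks: Neutral control DMSO, positive control TFP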
# RAD52 anneal inh: blocks human RAD52 DNA annealing | inhibition, % at 18.7 µM | 360,000 compounds, 0.46% hits | AID 651710 | P43351 | recombinant RAD52 DNA annealing, FRET fluorescence;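 active means every replicate showing at least 50% inhibition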
# Target sequence (P43351 whole entry, looked up): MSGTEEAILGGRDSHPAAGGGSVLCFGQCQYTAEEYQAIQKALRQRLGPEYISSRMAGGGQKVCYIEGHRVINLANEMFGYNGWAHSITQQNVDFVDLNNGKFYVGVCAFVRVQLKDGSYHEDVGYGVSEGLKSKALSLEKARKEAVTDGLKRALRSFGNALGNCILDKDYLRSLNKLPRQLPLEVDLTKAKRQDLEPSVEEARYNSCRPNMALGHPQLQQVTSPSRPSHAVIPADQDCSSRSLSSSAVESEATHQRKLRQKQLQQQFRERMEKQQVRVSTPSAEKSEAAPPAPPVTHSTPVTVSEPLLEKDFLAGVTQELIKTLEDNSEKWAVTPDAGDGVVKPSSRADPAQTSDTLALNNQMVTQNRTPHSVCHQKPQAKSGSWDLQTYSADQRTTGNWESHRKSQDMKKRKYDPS
# E-selectin induc: induces E-selectin expression in human endothelial cells; HUVEC E-selectin immunofluorescence imaging; normalized: neutral wells 0, TNF-alpha wells 100; activation, % at 7.58 µM; 260,000 compounds, 0.37% hits; P16581;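 active means mean E-selectin-positive cell signal at least 10% of the positive control, reached in at least 60% of replicates, without over 20% cell loss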;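 further: in these data hits start at about 27%; measured in HUVEC primary endothelial cells; signal is the percent of cells scored E-selectin positive by PE staining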
# Target sequence (P16581 whole entry, looked up): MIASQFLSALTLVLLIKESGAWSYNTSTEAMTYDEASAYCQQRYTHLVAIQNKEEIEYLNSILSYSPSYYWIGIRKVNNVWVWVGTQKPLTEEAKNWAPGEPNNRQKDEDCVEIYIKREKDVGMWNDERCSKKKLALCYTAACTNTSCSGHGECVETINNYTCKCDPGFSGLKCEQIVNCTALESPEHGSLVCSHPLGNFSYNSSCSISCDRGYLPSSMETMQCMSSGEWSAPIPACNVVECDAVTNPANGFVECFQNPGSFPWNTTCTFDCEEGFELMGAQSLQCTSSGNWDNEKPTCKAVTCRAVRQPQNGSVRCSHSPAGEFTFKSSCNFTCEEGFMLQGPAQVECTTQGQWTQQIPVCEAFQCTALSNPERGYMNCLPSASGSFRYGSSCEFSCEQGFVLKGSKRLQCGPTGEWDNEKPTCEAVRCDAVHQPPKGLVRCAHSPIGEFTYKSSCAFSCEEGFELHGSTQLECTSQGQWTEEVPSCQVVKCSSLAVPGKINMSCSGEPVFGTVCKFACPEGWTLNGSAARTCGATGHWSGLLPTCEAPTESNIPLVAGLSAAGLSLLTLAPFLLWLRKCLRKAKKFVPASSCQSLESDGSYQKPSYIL
#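 Assay system: HUVEC, human umbilical vein endothelial cells / Amount: 3,000 HUVEC/well / Controls: TNF-alpha positive control, DMSO neutral control / Compound dosing: single concentration / Medium: EGM-2 over gelatin coat / Evaluation: percent E-selectin-positive cells / Signal: immunofluorescence imaging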
# ERp5 inh: ERp5 (human) disulfide isomerase inhibition | ERp5 insulin aggregation, absorbance 650 nm, 90 min | inhibition, % at 9.99 µM | 350,000 compounds, 0.05% hits | AID 651711;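 active means mean replicate inhibition above about 25%, with every replicate also reaching it, limit read from the data, passing the limit was not always enough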
# ERAP1 inh: ERAP1 (human) enzyme inhibition; 340,000 compounds, 0.15% hits; inhibition, % at 10.7 µM; recombinant ERAP1, Leu-AMC fluorescence, 60 min;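 active means mean replicate inhibition of at least 30%, or all replicates individually reaching that 30% level; inactive means mean below 30% and not every replicate reaching it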;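 further: 0% = neutral control wells and 100% = L-leucinethiol positive control wells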
# RAD54 inh: blocks human RAD54 Holliday junction branch migration | FAM/BHQ fluorescence | 360,000 compounds, 0.14% hits | inhibition, % at 10.4 µM | Q92698;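 active means mean normalized replicate activity at least 40 and at least half of replicates scoring 40 or more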;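 further: 0% = median of neutral control wells and 100% = median of positive control wells; inhibitors cause a drop in the FAM fluorescence signal; in these data hits start at about 50%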
# Xi reactivation: activators of X-chromosome reactivation in mouse fibroblasts | 360,000 compounds, 0.055% hits | activation, % at 7.58 µM | XiGFP mouse fibroblasts, % GFP-positive cells imaging, 3 d; cells co-treated with 5-aza-dC sensitizer; scaled so ellipticine positive control = 100%;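 active means mean normalized replicate activation at least 10% and every replicate at or above 10%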;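 further: 0% = median of on-plate neutral control wells and 100% = ellipticine 6 µM median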
#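 Material: XiGFP fibroblasts, SV40-immortalized. Buffer or medium: DMEM plus 5-aza-dC sensitizer. Compound: single concentration per compound, delivered by pin transfer. Times: 3 days compound exposure. Controls: ellipticine 6 µM.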
# * marks the source's active call; other numbers are inactive results; · = no result given.
# Preview:
canonical_smiles	ERp5 inh	ERAP1 inh	esBAF inh	RAD52 anneal inh	E-selectin induc	RAD54 inh	S100A4 MyoIIA	Xi reactivation
CC(C)CNC(=O)c1nn(Cc2ccccc2)c(=O)c2ccccc12	0	4	1	-3	0.0	6	2	0.0
Cc1cccnc1NC(=O)c1nn(C)c2c1CS(=O)(=O)c1ccccc1-2	1	6	0	3	·	10	-7	0.0
CCN1CCN(S(=O)(=O)c2ccc(Cl)c(C(=O)N(C)CCOc3ccc(Cl)cc3)c2)CC1	-5	-1	·	-10	0.3	·	-3	0.0
C[C@H](CO)N1C[C@H](C)[C@@H](CN(C)C(=O)NC2CCCCC2)Oc2ccc(NC(=O)Cn3cnnn3)cc2CC1=O	1	-1	-1	6	0.1	-7	4	-0.1

# Main list, previewed entries included:
canonical_smiles	ERp5 inh	ERAP1 inh	esBAF inh	RAD52 anneal inh	E-selectin induc	RAD54 inh	S100A4 MyoIIA	Xi reactivation
CC(C)CNC(=O)c1nn(Cc2ccccc2)c(=O)c2ccccc12	0	4	1	-3	0.0	6	2	0.0
Cc1cccnc1NC(=O)c1nn(C)c2c1CS(=O)(=O)c1ccccc1-2	1	6	0	3	·	10	-7	0.0
CCN1CCN(S(=O)(=O)c2ccc(Cl)c(C(=O)N(C)CCOc3ccc(Cl)cc3)c2)CC1	-5	-1	·	-10	0.3	·	-3	0.0
C[C@H](CO)N1C[C@H](C)[C@@H](CN(C)C(=O)NC2CCCCC2)Oc2ccc(NC(=O)Cn3cnnn3)cc2CC1=O	1	-1	-1	6	0.1	-7	4	-0.1
COCCN(C(=O)CNC(=O)c1ccco1)C(C(=O)NC1CCCC1)c1ccc(OC)cc1 (configuration not stated)	-1	-3	-12	-8	-11	-11	-1	0.0
O=S(=O)(c1ccccc1)N1CCCCN2[C@H](CO)[C@@H](c3ccc(C#CC4CCCC4)cc3)[C@H]2C1	5	0	8	32	0.2	-5	-1	0.1
O=C(O)c1ccc(Nc2ccc([N+](=O)[O-])c3nonc23)cc1	-1	11	-2	-50	·	-15	-46	0.1
COc1ccccc1Nc1nnc(SCC(=O)NC2CC2)s1	-1	1	1	-5	2.3	-7	-4	0.0
Cc1ccc(NC(=O)c2ccc(S(=O)(=O)NCc3ccco3)cc2)cc1	1	-2	0	-5	·	1	-4	-0.1
COC(=O)C[C@@H]1CC[C@@H]2[C@@H](COc3ccc(NS(=O)(=O)c4cccc(F)c4)cc3C(=O)N2C)O1	2	2	7	-18	0.0	6	20	0.3
Cc1noc(C)c1NC(=O)N(C)C[C@@H]1OCCCC[C@H](C)Oc2ccc(NC(=O)NC3CCCCC3)cc2C(=O)N([C@H](C)CO)C[C@@H]1C	-4	-4	-1	4	·	4	12	0.2
O=C(NCCc1ccco1)c1cc(COc2cccc(C(F)(F)F)c2)on1	-1	-3	·	-54	·	1	-6	0.5
CCOC(=O)CSc1nc2c(sc(=S)n2-c2ccccc2)c(=O)[nH]1	-1	0	·	-9	-1.6	·	4	0.1
CN1C[C@@H]2[C@H](c3ccccc31)[C@@H](CO)N2C(=O)Nc1ccccc1Cl	5	1	-5	-3	0.1	8	9	0.0
C[C@H]1CN([C@@H](C)CO)C(=O)Cc2cc(NS(=O)(=O)c3cn(C)cn3)ccc2O[C@H]1CN(C)C(=O)Nc1ccc(C(F)(F)F)cc1	-5	0	-2	1	·	·	-2	-1.1
CCN(CC)C(=S)SCC(=O)Nc1ncc2c(n1)CCCC2=O	5	2	-3	-3	13	1	-6	0.3
C[C@@H]1CN([C@@H](C)CO)C(=O)Cc2cc(NC(=O)CCC(F)(F)F)ccc2O[C@@H]1CN(C)C	-3	0	-6	10	·	18	1	-1.5
COc1ccc(C(CNC(=O)c2ccc(Cl)s2)N2CCOCC2)cc1 (configuration not stated)	2	-4	·	-30	-1.2	-3	-4	0.0
COc1ccc(C(=O)NNC(=O)C(=O)NCc2ccccc2)cc1	-9	-2	·	-13	2.3	·	1	0.1
COC(=O)C[C@@H]1C=C[C@H](NC(=O)Nc2ccc(F)cc2)[C@@H](CO)O1	-2	-1	·	-9	-0.2	·	0	0.2
Cc1cccc(NC(=O)c2c([N+](=O)[O-])c(C(C)(C)C)nn2C)c1	5	0	·	1	·	·	5	-0.1
CN(C)CC(C)(C)CNC(=S)Nc1ccc(S(=O)(=O)N2CCOCC2)cc1	-2	2	·	-6	·	·	2	-0.1
O=C(C1CCC1)N1CCCCN2[C@H](CO)[C@H](c3ccc(-c4cccc(F)c4)cc3)[C@@H]2C1	-4	-1	-4	3	·	-19	30	·
O=C(Cn1cnc2c(nnn2-c2cccc(Cl)c2)c1=O)NCc1ccccc1	-3	1	2	-20	·	12	-4	0.0
CC(C)(C)OC(=O)C[C@@H]1C/C=C\C[C@@H](CC(=O)N(CCO)Cc2ccccc2)C(=O)NCCOC1=O	-2	·	1	-9	-0.3	1	-1	-0.3
CCOc1ccccc1CNS(=O)(=O)c1ccc2c(c1)C(C)(C)C(=O)N2C	1	0	-1	2	·	-1	-1	0.0
COCCC1CCCCN1C(=O)c1cc(COc2ccc(-n3cncn3)cc2)on1 (configuration not stated)	-2	2	-18	-7	-0.4	-6	10	0.1
N#C[C@@H]1[C@H](c2ccc(-c3ccccc3F)cc2)[C@@H](CO)N1C(=O)c1ccccn1	2	1	-9	-85	0.0	-10	-3	0.0
CNCc1cc(Cl)cc(OC)c1OC(C)C	-5	3	·	3	-0.2	·	0	0.0
Cc1cccc(C)c1NC(=O)CNC(=O)CNC(=O)c1ccc2ccccc2c1	-1	-5	-3	0	-0.1	-1	19	0.0
COc1cc(C)nc(NS(=O)(=O)c2ccccc2Cl)n1	2	1	-2	-18	·	-8	-1	0.0
N#C[C@H]1[C@@H](c2ccc(-c3ccccc3F)cc2)[C@H](CO)N1C(=O)Cc1ccccc1	1	5	1	-40	-0.3	-7	4	0.0
Cc1ccc(Cc2c(-c3ccc(Cl)cc3)nc3cc(C)c(Br)c(C)n23)cc1	-3	0	14	-11	·	-6	-2	0.0
CCc1ccccc1S(=O)(=O)Cc1ccc(C(=O)NC(C)C)o1	0	·	-8	-5	0.0	-1	-1	0.2
COc1ccc(/C([O-])=C(/C(=S)Nc2ccc(C)c(C)c2)n2c[n+](C)c3ccccc32)cc1OC	7	·	·	-6	-0.6	·	7	0.2
CC1Cn2c(nnc2-c2cc3ccccc3cc2O)S1 (configuration not stated)	7	-1	1	-4	·	-3	3	·
COCC(=O)N(C)C[C@H]1Oc2cc(C#CCC(C)C)ccc2S(=O)(=O)N([C@H](C)CO)C[C@H]1C	-3	-1	-2	13	0.1	-3	10	1.0
COc1cc(C)c(/C=C(\C#N)C(=O)Nc2cccc(C)c2)cc1C(C)C	1	2	·	-12	·	·	1	0.0
Cc1cc(=O)c(C(=O)O)cn1-c1ccc(C(C)C)cc1	1	-3	-5	1	·	-19	2	0.1
Cc1cc(O)c(-c2cc(C(=O)NCc3ccc4c(c3)OCO4)[nH]n2)cc1C	3	1	-10	1	·	1	4	·
Cn1c(=O)c2sccc2n2c(CCCC(=O)N3CCN(c4ccccn4)CC3)nnc12	-3	0	-10	-42	·	-5	111*	0.1
COc1cc(OC)nc(NC(=O)CN2CCN(c3ccc(F)cc3)CC2)n1	2	-1	2	-17	·	-1	3	·
COc1ccc(S(=O)(=O)NCC(=O)NCc2cc(=O)n(C)c(=O)n2C)cc1F	0	-2	-5	-9	80*	-7	-6	0.0
COc1cccc(COCCN2CCN(S(=O)(=O)c3ccc(C)cc3)CCC2=O)c1	3	17	-12	-1	-0.1	-3	-1	0.0
CC(=O)Nc1cc(-c2ccc(N(C)C)cc2)cn2c(-c3ccc(F)cc3)cnc12	-4	0	-7	-205	1.5	3	-8	0.0
COC(=O)Cn1c(O)c(N=NC(=O)CNC(=O)c2ccc3c(c2)OCCO3)c2ccccc21	2	3	6	1	0.7	2	5	0.0
CCN1CC2=C(OC(N)=C(C#N)C2c2cccs2)/C(=C\c2cccs2)C1 (configuration not stated)	-1	0	-4	-57	·	·	3	·
CCCCNC(=O)C1(C)CCCCN1C(=O)c1ccno1 (configuration not stated)	2	-1	0	-4	0.0	0	3	0.2
CN(CCCn1cnc2c(OCc3ccccc3)ncnc21)Cc1ccco1	3	0	16	-4	·	2	-1	0.1
Cc1cc(=O)oc2cc(O[C@@H]3O[C@H](CO)[C@@H](O)[C@H](O)[C@H]3O)ccc12	-5	3	1	-5	0.2	-14	-7	0.0
Cc1sc2ncn(CC(=O)NCCCC(=O)N3CCN(Cc4ccc5c(c4)OCO5)CC3)c(=O)c2c1C	-1	-5	5	-19	7.4	-13	-3	0.2
O=C(OCC1OC(n2ccc(=O)[nH]c2=O)C(Cl)C1O)c1ccccc1 (configuration not stated)	-2	2	-3	1	0.2	-1	-3	0.1
COCC#Cc1ccc([C@H]2[C@H]3CN(Cc4cccnc4)CCCCN3[C@H]2CO)cc1	·	·	·	·	0.0	-6	1	0.1
CN(CC(=O)Nc1ccc(F)cc1)S(=O)(=O)c1ccc2c(c1)c(=O)n(C)c(=O)n2C	5	4	7	-4	0.2	-7	2	0.0
CO[C@H]1CN(C)C(=O)c2ccc(NS(C)(=O)=O)cc2OC[C@H](C)N(CC2CCCCC2)C[C@H]1C	3	-2	-4	-4	-0.1	3	22	-0.1
COc1ccc(C)cc1N=Nc1ccc(O)c2ncccc12	-1	-2	·	-9	0.1	·	4	1.1
CCn1cc(C(=O)N2CCCC(C(=O)c3ccc4ccccc4c3)C2)cn1 (configuration not stated)	0	0	7	2	-0.4	0	-2	0.1
COc1ccc(C2C(C#N)=C(N)OC3=C2C(=O)CC(C)C3)c(OC)c1OC (configuration not stated)	-2	-2	-6	-11	·	0	0	·
O=C1NCCOC(=O)[C@H](Cc2ccc(F)cc2)C/C=C\C[C@H]1CC(=O)N(CCO)Cc1ccccc1	-3	-1	-10	-8	0.1	-14	-24	-0.1
CN1C(=O)c2cc(NC(=O)C3CCOCC3)ccc2OC[C@@H]2O[C@@H](CC(=O)NCC3CC3)CC[C@H]21	-14	1	2	9	-0.1	0	0	0.3

# Next compounds follow:
canonical_smiles	ERp5 inh	ERAP1 inh	esBAF inh	RAD52 anneal inh	E-selectin induc	RAD54 inh	S100A4 MyoIIA	Xi reactivation
COc1ccc(-c2c(-c3cc(OC)cc(OC)c3)n(C)c3ccc(-c4cccc5[nH]ccc45)cc23)cc1	7	0	1	-15	-0.1	-7	19	0.1
CC(C)N(C(=O)[C@H]1C[C@H](CC(=O)NCCCn2ccnc2)C(=O)N2CCc3c([nH]c4cc(-c5ccco5)ccc34)[C@]12C)C(C)C	4	-2	6	5	-0.1	5	2	0.1
COc1ccc(-c2cc(C)nc(SCc3cccc(C(=O)O)c3)n2)cc1	-3	-25	·	-24	·	·	-4	0.1
Oc1[nH]c2ccc(Br)cc2c1N=NC(=S)N1CCOCC1	6	7	·	-18	-0.1	-11	-1	0.0
CCOC(=O)C1(CC2CC2)CCN(Cc2cnc(-c3ccc(OC)cc3)nc2)CC1	4	0	·	-14	2.3	·	-1	0.2

# Random draw from the library; overall some 2.5% were active at least once.
